ALOX12 inhib: 12-hLO (ALOX12) enzyme inhibition | P18054 | purified 12-hLO, xylenol orange hydroperoxide absorbance | Potency, µM (titrated, usually from 57.1 µM), for inactives: at the top dose activity change, negative = inhibition, hits mostly inhibitors | actives 0.12% (n = 150,000); further: potency means the concentration at half of the fitted maximal effect; nearly all actives have a fitted effect of over 55% in size; many of its hits are not listed in these tables
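Hydroperoxide formation by human 12-lipoxygenase from 40 uM arachidonic acid was followed colorimetrically via ferric-xylenol orange complex, using the 573/405 nm absorbance ratio. Enzyme concentration was 150 nM, with 30 min reaction at room temperature.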
IMPase cell inh: cell-permeable inhibitors of inositol monophosphatase (IMPase) | P97697 | AID 901 | inhibition (IP1 accumulation), % at 46.1 µM | CHO-M1 cells, IP1 accumulation, HTRF TR-FRET ratio | 120,000 tested, under 10 active; active means well fitted curve in the direction sought with a large enough effect in the signal ratio, not every such curve was filed as active; inconclusive means small, poorly fitted or top-dose-only effect, or a change in a side signal; inactive means no such curve, though single readings can be large or run the other way; the % refers to the signal ratio;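 further: cells stimulated with carbachol in lithium chloride buffer; plate controls were DMSO basal wells for no effect and reference inhibitor wells for full effect; higher means more IMPase inhibition seen as more IP1 and lower FRET ratio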
Target sequence (P97697 whole entry, looked up): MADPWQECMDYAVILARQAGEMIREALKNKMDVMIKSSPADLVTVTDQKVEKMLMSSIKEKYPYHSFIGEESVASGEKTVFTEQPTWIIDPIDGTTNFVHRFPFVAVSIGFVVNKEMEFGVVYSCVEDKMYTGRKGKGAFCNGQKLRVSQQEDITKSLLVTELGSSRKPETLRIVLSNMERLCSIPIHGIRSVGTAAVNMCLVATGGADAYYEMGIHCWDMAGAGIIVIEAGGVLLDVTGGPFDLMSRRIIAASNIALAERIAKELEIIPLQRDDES
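CHO-M1 cells (CHO stably expressing M1 receptor), compound up to 46 uM final, stimulated with carbachol (50 uM as added) in buffer with 50mM LiCl, pH 7.4, 30 min at 37C. Cytosolic IP1 read by TR-FRET; AC50 from Hill fits.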
PNC assembly inh: inhibitors of perinucleolar compartment assembly; PC3M PTB-GFP, PNC prevalence imaging, 16 h; active compounds read low; actives 3.1% (n = 140,000); activity change (PNC), negative = inhibition, % at 10 µM;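 active means readout at or below -70, meaning at least 70% loss of cells showing the perinucleolar compartment, a nuclear body marking cancer cells; inconclusive means readout between -30 and a set limit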;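 further: plate controls were DMSO wells for no effect and camptothecin positive control wells for full effect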
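PC3M cells stably expressing PTB-GFP, 750–1000 cells/well, treated 16 h at 37 °C with compound (23 nl of library stock), in duplicate. After paraformaldehyde fixation and Hoechst stain, imaged at 20x; PNC prevalence scored by image analysis.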
ALOX15B inhib: inhibitors of human 15-lipoxygenase 2 (ALOX15B); Potency, µM (doses to about 57.1 µM), for the others: at the highest dose activity change, negative = inhibition, hits mostly inhibitors; actives 0.56% (n = 110,000); AID 881; purified 15hLO-2, xylenol orange hydroperoxide absorbance; O15296; further: potency means the concentration at half of the fitted maximal effect; nearly all actives have a fitted effect of over 60% in size; many of its hits are not listed in these tables
Target sequence (O15296 whole entry, looked up): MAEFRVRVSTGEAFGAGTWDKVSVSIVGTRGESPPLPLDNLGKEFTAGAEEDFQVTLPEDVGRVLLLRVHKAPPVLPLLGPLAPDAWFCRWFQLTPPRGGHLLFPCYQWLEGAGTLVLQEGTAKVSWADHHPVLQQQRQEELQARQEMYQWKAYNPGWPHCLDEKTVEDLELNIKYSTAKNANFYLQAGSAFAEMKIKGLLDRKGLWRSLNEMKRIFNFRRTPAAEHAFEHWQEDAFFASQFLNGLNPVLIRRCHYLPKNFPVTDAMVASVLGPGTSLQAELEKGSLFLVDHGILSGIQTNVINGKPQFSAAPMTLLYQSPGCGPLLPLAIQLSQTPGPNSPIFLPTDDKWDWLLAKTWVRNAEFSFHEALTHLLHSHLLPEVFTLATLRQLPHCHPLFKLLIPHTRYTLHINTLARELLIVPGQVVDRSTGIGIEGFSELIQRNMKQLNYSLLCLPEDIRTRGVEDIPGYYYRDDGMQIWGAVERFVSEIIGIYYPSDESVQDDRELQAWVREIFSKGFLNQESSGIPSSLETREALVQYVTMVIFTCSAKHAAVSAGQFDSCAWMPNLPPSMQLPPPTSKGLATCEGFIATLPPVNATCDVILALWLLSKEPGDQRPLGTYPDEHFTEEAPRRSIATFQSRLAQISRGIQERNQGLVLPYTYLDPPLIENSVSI
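Read-out: hydroperoxide product oxidises ferrous iron, measured as xylenol orange complex via the 573-to-405 nm absorbance ratio after 30 min. Reaction: 50 nM enzyme, 15 min compound preincubation, 45 uM arachidonic acid, 90 min RT, Hepes pH 7.5 with Triton X-100.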
Numbers without * were called inactive; ? = inconclusive; . = not tested or not shown; & = joins results of further samples; [ ] = dose if it differs, or a comment. Unless noted, the call rests on the fitted dose curve; in most records, active means well fitted curve in the direction sought with a large enough effect; inconclusive means small, poorly fitted or top-dose-only effect, or another doubt; inactive means no such curve, though single readings can be large; an effect the other way counts as inactive or inconclusive. Unless noted, on the % scale 0 is the no-effect control and ±100 the full control effect. These rows are one share of the data, so the mix of outcomes need not match the whole.

ALOX12 inhib	IMPase cell inh	PNC assembly inh	ALOX15B inhib	SMILES
1%	0	26	-1%	CCOC(=O)c1c(NCC2CCCO2)c2ccccc2[nH]c1=O (stereo not given)
3%	-1	-6	6%	CCOCc1nnc(NC(=O)c2c(OC)cccc2OC)s1
-2%	.	-4	.	C/C=C/c1ccc(OCCOc2ccc(C=O)cc2)c(OC)c1
1%	.	?	.	COc1ccc(CCn2c(-c3cc([N+](=O)[O-])cc([N+](=O)[O-])c3)nc3nc4ccccc4nc32)cc1
-2%	.	2	.	O=C1c2ccccc2NC(c2cn[nH]c2-c2ccccc2)N1O (stereo not given)
-2%	.	-104*	.	Cc1cc(C)nc(N/N=C/C=C/c2ccccc2)n1
0%	1	?	1%	Cn1c(SCC(N)=O)nnc1C1CCN(C(=O)NCc2ccccc2)CC1
-1%	3	-101*	65%[activator]	COc1ccccc1C1CC(=O)Nc2cc3c(cc21)OCCO3 (stereo not given)
-3%	13	10	-2%	O=C(O)C(c1ccccc1)C1(O)CCCC1 (stereo not given)
-3%	16	-19	.	Cc1nn(CC(=O)NCCc2ccc(Cl)cc2Cl)c(C)c1[N+](=O)[O-]
-1%	-15	-4	.	Cc1ccc(Nc2nc(N3CCN(C)CC3)nc(N)c2[N+](=O)[O-])cc1C
-2%	.	76	.	CCOC(=O)c1sc(NC(=O)CCCCl)nc1C
-3%	.	19	.	CCN(CC)c1ccc(NC(=O)COc2ccc(C#N)cc2)cc1S(=O)(=O)Nc1ccc(OC)cc1
13%	.	-6	.	c1ccc(COc2ccc(OCCCN3CCCC3)cc2)cc1
2%	-9	22	-2%	CCOc1ccccc1-n1c(COc2ccccc2)nnc1SCC(N)=O
-3%	-14	12	-4%	CN(C)S(=O)(=O)c1ccc(S(=O)(=O)N(CC(=O)Nc2ccccc2)CC2CCCO2)cc1 (stereo not given)
-2%	5	-89*	2%	Cn1c(=O)c2c(ncn2CCCc2ccccc2)n(C)c1=O
5%	24	6	-10%	CC1(C)Cc2ccccc2-c2nnc(-c3cccc(O)c3)n21
1%	4	-16	.	Cc1ccc(C)c(NC(=O)CS(=O)(=O)c2cn(C)c3ccccc23)c1
2%	.	-24	.	COc1cc(/C=N/NC(=O)CSc2nc3ccccc3n2C)cc(OC)c1OC
-5%	14	39	.	CCCCn1c(CN2CCN(c3cccc(Cl)c3)CC2)nc2c1c(=O)[nH]c(=O)n2C
8%	4	38	5%	CC(/C=C/c1cccs1)=C\C(=O)O
-1%	11	14	.	COc1ccc(C(CCN(Cc2ccc(OC)c(OC)c2)C(=O)CCl)c2ccccc2)cc1 (stereo not given)
-9%	-27	-13	19%	O=C(C1=C(O)C(=O)N(Cc2ccco2)C1c1ccccc1)c1cccs1 (stereo not given)
13%	15	17	9%	Cc1cccc(C(C)(C)C)c1OCCCCN1CCCC1
-25%	.	-12	.	CC(C)(C)c1ccc(/C=N/NC(=S)NC2CCCCC2)cc1
-18%	4	-4	-19%	COC(=O)C(NNc1ccccc1)(NC(=O)c1ccc(F)cc1)C(F)(F)F (stereo not given)
4%	16	-92*	-6%	Cc1ccccc1NC(=O)CC1SCCNC1=O (stereo not given)
5%&5%	.	.	9%&0%	OCC(O)C(O)C(O)CO (stereo not given)
5%	4	?	-1%	COc1ccc(NC(=O)c2oc3ccc(S(=O)(=O)N4CCC5(CC4)OCCO5)cc3c2C)cc1

Quoted from above, two compounds:
ALOX12 inhib	IMPase cell inh	PNC assembly inh	ALOX15B inhib	SMILES
1%	0	26	-1%	CCOC(=O)c1c(NCC2CCCO2)c2ccccc2[nH]c1=O (stereo not given)
3%	-1	-6	6%	CCOCc1nnc(NC(=O)c2c(OC)cccc2OC)s1

(list continues)
ALOX12 inhib	IMPase cell inh	PNC assembly inh	ALOX15B inhib	SMILES
-1%	-3	-4	1%	CC(C)c1nc(N2CCOCC2)c(C#N)c2c1CCC2
-1%	-5	36	-4%	CCCc1cc(=O)[nH]c(SCC(=O)N2CCN(c3ccc(F)cc3)CC2)n1
-5%	7	-11	10%	Cc1cc2n(n1)C(c1ccccc1)Nc1ccccc1-2 (stereo not given)
-7%	8	51	.	O=C(Cc1cccs1)N/N=C/C=C\c1ccco1
-3%	.	4	.	O=C(N/N=C\c1ccc(CNS(=O)(=O)c2ccc(Cl)cc2)o1)C(=O)Nc1ccc(Oc2ccccc2)cc1
-2%	1	-10	3%	CC1(C)CC(=O)c2cnn(-c3nc4ccccc4[nH]3)c2C1
-2%	.	.	-8%	CCC(C(=O)O)c1ccccc1 (stereo not given)
0%	8	-25	.	O=C(CNC(=O)c1ccc(F)cc1)N/N=C/c1ccc(O)c([N+](=O)[O-])c1
-2%	3	-4	-1%	CN(CC(=O)NCCC1=CCCCC1)S(=O)(=O)c1ccc2c(c1)CCC(=O)N2
-2%	4	35	-4%	Cc1cn(S(=O)(=O)c2ccc(Br)cc2)cn1
0%	10	29	19%	CCOC(=O)c1cnc(Nc2nc3ccccc3o2)nc1CN1CCN(C)CC1
-2%	?	1	-5%	O=C(CN1C(=O)C2CC=CCC2C1=O)OCCN1C(=O)c2ccccc2C1=O (stereo not given)
-2%	.	-16	.	COc1ccc(-c2c(C)n([O-])c3c([n+]2=O)CCCCC3)cc1
-3%	5	0	.	CCCCNC(=O)COC(=O)c1cc(Br)ccc1Cl
1%	.	-26	.	C/C(=N\NC(=O)c1c(Br)c(C)nn1C)c1cccc(NC(=O)c2ccccc2F)c1
7%	-6	?	6%	CCOC(=O)CCP(=O)(O)C(O)c1ccccc1 (stereo not given)
2%	.	7	.	COc1ccccc1NC(=S)NCc1cccs1
-2%	11[1.84 µM]	62	4%[11.4 µM]	Cc1cc(C)n(CC(C)O)c(=O)c1C#N (stereo not given)
-1%	.	-113*	.	c1nc(N2CCC3(CC2)OCCO3)c2[nH]cnc2n1
-7%	1	-6	-8%	COc1ccc(Nc2nnc(Cc3ccccc3)c(=O)[nH]2)c(OC)c1
-3%	.	.	-2%	COC(=O)[C@@]1(Cc2ccccc2)[C@H]2c3cc(C(=O)N4CCCC4)n(C)c3C[C@H]2CN1C(=O)c1ccccc1
0%	.	34	.	CCOc1ccc(-c2csc(NC(=O)c3ccc(S(=O)(=O)N4CCc5ccccc5C4)cc3)n2)cc1
-1%	.	-27	.	CC(=O)NCc1ccc(S(=O)(=O)N/N=C/c2ccccc2)cc1
?	.	.	3.2µM*	Cc1ccc(S(=O)(=O)Oc2ccc(N=Nc3ccc(-c4ccc(N=Nc5c(O)ccc6cc(S(=O)(=O)O)cc(S(=O)(=O)O)c56)c(C)c4)cc3C)cc2)cc1
-1%	10	-3	0%	COc1cc(CO)cc(-c2cc(CO)cc(OC)c2OC)c1OC
4%	-6	?	-6%	O=C(Nc1ccccc1)N1CCSc2cc(Cl)ccc21
-14%	-5	?	.	COC(=O)c1ccc(C)c(NC(=S)NCc2ccc(Cl)cc2)c1
-5%	-2	19	2%	CCCc1cc(=O)[nH]c(SCCOc2ccc(Cl)cc2)n1
-24%	2	?	-6%	Cn1ccnc1C(O)(c1nnc(-c2ccccc2)o1)C(F)(F)F (stereo not given)
-9%	.	?	.	C/C(=C\C(=S)Nc1ccccc1)Nc1cccc2ccccc12
-1%	-3	-2	28%	CCOc1ccc(-c2nc(S(=O)(=O)c3ccccc3)c(NCc3cccnc3)o2)cc1
4%	?	32	.	COc1ccc(C(=O)Nc2ccc(Cl)cc2C(=O)NCc2ccco2)cc1
-2%	2	?	-8%	Cc1ccc(C(NC(N)=O)c2ccccc2C)cc1 (stereo not given)
3%	3[1.84 µM]	?	-9%[11.4 µM]	CCOC(=O)C1=C(C)Nc2nc(SCC(=O)OC)nn2C1c1cc(F)cc(F)c1 (stereo not given)
-1%	-6[1.84 µM]	?	2%[11.4 µM]	COC(=O)c1ccc(Sc2ccccc2NS(=O)(=O)c2ccc(NC(C)=O)cc2)nc1
0%	7	?	0%	Cc1cccc(OC(=O)C2C(c3ccccc3)C(C(=O)O)C2c2ccccc2)c1 (stereo not given)
2%	0	2	2%	COc1ccc(NC(=O)CSc2nnc(-c3cccnc3)o2)cc1
0%	.	15	.	CCOC(=O)NC(c1ccc(C(C)C)cc1)C(Cl)(Cl)Cl (stereo not given)
-2%	-1	30	-19%	COc1ccc(N/C(=C(/C(Cl)=C(Cl)Cl)[N+](=O)[O-])n2nnc3ccccc32)cc1
-14%	.	7	.	Cc1ccc(NS(=O)(=O)c2cc(-c3n[nH]c(=O)c4ccccc34)ccc2C)cc1
-3%	8	.	29%	CCN(c1ccccc1)c1cc(NC)[n+](C)c(C)n1
-12%	12	-22	36%[activator]	COc1ccc2[nH]c3c(N4CCN(Cc5ccc6c(c5)OCO6)CC4)ncnc3c2c1

Compounds listed so far containing a halogen:
ALOX12 inhib	IMPase cell inh	PNC assembly inh	ALOX15B inhib	SMILES
-3%	16	-19	.	Cc1nn(CC(=O)NCCc2ccc(Cl)cc2Cl)c(C)c1[N+](=O)[O-]
-2%	.	76	.	CCOC(=O)c1sc(NC(=O)CCCCl)nc1C
-5%	14	39	.	CCCCn1c(CN2CCN(c3cccc(Cl)c3)CC2)nc2c1c(=O)[nH]c(=O)n2C
-1%	11	14	.	COc1ccc(C(CCN(Cc2ccc(OC)c(OC)c2)C(=O)CCl)c2ccccc2)cc1 (stereo not given)
-18%	4	-4	-19%	COC(=O)C(NNc1ccccc1)(NC(=O)c1ccc(F)cc1)C(F)(F)F (stereo not given)
-1%	-5	36	-4%	CCCc1cc(=O)[nH]c(SCC(=O)N2CCN(c3ccc(F)cc3)CC2)n1
-3%	.	4	.	O=C(N/N=C\c1ccc(CNS(=O)(=O)c2ccc(Cl)cc2)o1)C(=O)Nc1ccc(Oc2ccccc2)cc1
0%	8	-25	.	O=C(CNC(=O)c1ccc(F)cc1)N/N=C/c1ccc(O)c([N+](=O)[O-])c1
-2%	4	35	-4%	Cc1cn(S(=O)(=O)c2ccc(Br)cc2)cn1
-3%	5	0	.	CCCCNC(=O)COC(=O)c1cc(Br)ccc1Cl
1%	.	-26	.	C/C(=N\NC(=O)c1c(Br)c(C)nn1C)c1cccc(NC(=O)c2ccccc2F)c1
4%	-6	?	-6%	O=C(Nc1ccccc1)N1CCSc2cc(Cl)ccc21
-14%	-5	?	.	COC(=O)c1ccc(C)c(NC(=S)NCc2ccc(Cl)cc2)c1
-5%	-2	19	2%	CCCc1cc(=O)[nH]c(SCCOc2ccc(Cl)cc2)n1
-24%	2	?	-6%	Cn1ccnc1C(O)(c1nnc(-c2ccccc2)o1)C(F)(F)F (stereo not given)
4%	?	32	.	COc1ccc(C(=O)Nc2ccc(Cl)cc2C(=O)NCc2ccco2)cc1
3%	3[1.84 µM]	?	-9%[11.4 µM]	CCOC(=O)C1=C(C)Nc2nc(SCC(=O)OC)nn2C1c1cc(F)cc(F)c1 (stereo not given)
0%	.	15	.	CCOC(=O)NC(c1ccc(C(C)C)cc1)C(Cl)(Cl)Cl (stereo not given)
-2%	-1	30	-19%	COc1ccc(N/C(=C(/C(Cl)=C(Cl)Cl)[N+](=O)[O-])n2nnc3ccccc32)cc1
